Tau FP inhib = blocks human tau fibril formation measured by polarization | P10636 | K18 P301L tau heparin fibrillization, Alexa594 FP, 6 h | Potency, µM (doses to about 57.7 µM), inactives show top-dose activity, negative = inhibition, usual class: inhibitors | 0.39% of 280,000 active | AID 1468; note: % is set by controls: 0 for no effect and ±100 for the full control effect; nearly all actives have a fitted effect of over 55% in size
Target sequence (P10636 561-689 P618L limits assumed): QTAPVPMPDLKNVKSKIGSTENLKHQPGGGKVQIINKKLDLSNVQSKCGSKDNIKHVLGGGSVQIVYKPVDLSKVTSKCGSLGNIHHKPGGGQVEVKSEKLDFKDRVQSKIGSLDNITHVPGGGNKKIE
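Steps: dispense K18 P301L tau (15 uM plus 0.24 uM Alexa 594 tracer, final) in pH 7 sodium acetate; add compound; add heparin (20 uM final); incubate 6 hr, 37 C; add ThT (30 uM final); after 1 hr ambient, read FP.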
Tau fibril ThT = tau fibrillization inhibition (ThT binding) | AID 1460 | Potency, µM (doses to about 57.4 µM), without a hit: at the top dose activity, negative = inhibition, most hits filed as inhibitors | recombinant tau K18 P301L, heparin-induced fibrillization, ThT fluorescence | 2.1% of 270,000 active; note: % is set by controls: 0 for no effect and ±100 for the full control effect; nearly all actives have a fitted effect of over 55% in size
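ThT emission at 510 nm, taken 1 hr after adding 30 uM dye, quantifies aggregates formed when 20 uM heparin acts on human tau K18 P301L for 6 hr at 37 C.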
KDM4E inh = blocks human JMJD2E demethylase activity; B2RXH2; JMJD2E catalytic domain, FDH-coupled NADH fluorescence (FDH is formaldehyde dehydrogenase); Potency, µM (doses to about 57.1 µM), for inactives: at the top dose activity change, negative = inhibition, hits mostly inhibitors; 1.6% of 230,000 active; active = well fitted inhibition curve with a large enough effect, not every such curve was filed as active; inconclusive = small, poorly fitted or top-dose-only effect, or another doubt; inactive = no such curve, though single readings can be large or run the other way;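 note: 0% = wells with enzyme and -100% = buffer wells without enzyme; nearly all actives have a fitted effect of over 50% in size; many of its hits are not listed in these tables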
Target sequence (B2RXH2 1-337 limits assumed): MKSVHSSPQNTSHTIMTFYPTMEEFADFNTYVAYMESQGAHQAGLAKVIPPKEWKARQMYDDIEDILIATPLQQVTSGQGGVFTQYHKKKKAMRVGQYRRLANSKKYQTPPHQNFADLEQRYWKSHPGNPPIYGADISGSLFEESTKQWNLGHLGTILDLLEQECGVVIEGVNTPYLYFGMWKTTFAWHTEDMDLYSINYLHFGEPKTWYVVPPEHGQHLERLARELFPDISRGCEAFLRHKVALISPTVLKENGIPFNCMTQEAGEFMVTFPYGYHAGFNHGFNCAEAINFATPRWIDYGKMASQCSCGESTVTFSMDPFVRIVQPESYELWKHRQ
HttQ103 aggreg = mutant huntingtin aggregation inhibition; PC12 HttQ103-GFP aggregates, Acumen cytometry, 40 h; Potency, µM (top dose mostly 46.1 µM), without a hit: top-dose activity change, negative = inhibition, most hits filed as inhibitors; 1.1% of 220,000 active; note: % is set by controls: 0 for no effect and ±100 for the full control effect; nearly all actives have a fitted effect of over 60% in size
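Huntingtin Q103 exon 1–GFP aggregates in induced PC12 cells (100 nM tebufenozide) were quantified by cytometry from lysates, with compounds dosed in titration.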
SMN2 splice up = SMN2 splice variant enhancement. 2.8% of 210,000 active. AID 1458. HEK293 SMN2-luciferase splicing reporter, luminescence, 30-36 h. Potency, µM (doses to about 46.1 µM), for inactives: top-dose activity change, positive = activation, actives largely listed as activators; note: % of control where 0% means no effect; nearly all actives have a fitted effect of over 55% in size
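HEK293 cells carry an SMN2 minigene-luciferase reporter in which exon 7 inclusion puts luciferase in frame. Cells were seeded at 2000 cells/well, attached for 10-12 hours, then exposed to compounds for 30-36 hours at 37C before ONE-Glo luminescence.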
HTT ATP protect = cytoprotection in Huntington HTT-Q103 PC12 cell model. 0.14% of 230,000 active. Potency, µM (highest dose often 56.4 µM), inactives show cytoprotection (ATP increase), most hits filed as activators. AID 1471. PC12 HTT-Q103 induced, cytoprotection, ATP luminescence, 40 h;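 note: % of control where 0% means no effect; nearly all actives have a fitted effect of over 45% in size; toxic huntingtin expression switched on by the ecdysone agonist tebufenozide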
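Quantitative HTS on tebufenozide-induced (100 nM) PC12 cells expressing HTTQ103 exon 1–GFP; compounds tested as a concentration series; survival measured via cellular ATP.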
ALDH1A1 inh = inhibitors of human aldehyde dehydrogenase 1A1 | P00352 | Purified ALDH1A1, NADH fluorescence, propionaldehyde substrate | Potency, µM (doses to about 75.3 µM), for the others: at the highest dose activity, negative = inhibition, most hits filed as inhibitors | 7.3% of 220,000 active; active = well fitted inhibition curve with a large enough effect, not every such curve was filed as active; inconclusive = small, poorly fitted or top-dose-only effect, or another doubt; inactive = no such curve, though single readings can be large or run the other way;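 note: plate controls were no enzyme wells and a reference inhibitor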
Target sequence (P00352 whole entry, looked up): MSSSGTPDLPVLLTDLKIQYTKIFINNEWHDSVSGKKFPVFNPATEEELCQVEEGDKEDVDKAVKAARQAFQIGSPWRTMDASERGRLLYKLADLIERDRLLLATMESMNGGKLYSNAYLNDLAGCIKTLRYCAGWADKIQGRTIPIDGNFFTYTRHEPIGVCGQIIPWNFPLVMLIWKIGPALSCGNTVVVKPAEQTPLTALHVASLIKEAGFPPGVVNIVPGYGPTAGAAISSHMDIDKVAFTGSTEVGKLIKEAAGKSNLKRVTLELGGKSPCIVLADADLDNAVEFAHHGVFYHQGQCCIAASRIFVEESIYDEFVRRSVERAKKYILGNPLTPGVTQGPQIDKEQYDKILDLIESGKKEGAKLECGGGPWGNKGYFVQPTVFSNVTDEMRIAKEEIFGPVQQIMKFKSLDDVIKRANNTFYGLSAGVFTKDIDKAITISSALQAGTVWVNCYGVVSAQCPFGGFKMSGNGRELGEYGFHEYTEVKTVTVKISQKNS
Tau fluor counter = counter-screen for tau fibril formation inhibitors; tau K18 P301L Alexa594 fluorescence, heparin fibrillization; Potency, µM (highest dose often 57.7 µM), inactives show at the top dose activity change, negative = decrease; 0.93% of 280,000 active; note: % is set by controls: 0 for no effect and ±100 for the full control effect; nearly all actives have a fitted effect of over 55% in size
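Human tau K18 P301L (15 uM unlabeled, 0.24 uM Alexa 594-labeled) in 100 mM sodium acetate pH 7 with 20 uM heparin, 6 hr at 37 C. ThT 30 uM added, 1 hr ambient; Alexa 594 FP and total fluorescence read at 555/632 nm.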
* = called active by the depositor; u = inconclusive; x = not tested or not shown; [ ] = dose if it differs, or a comment. Unless noted, calls come from the whole dose curve; as a rule, active = well fitted curve in the direction sought with a large enough effect; inconclusive = small, poorly fitted or top-dose-only effect, or another doubt; inactive = no such curve, though single readings can be large; an effect the other way counts as inactive or inconclusive. Potency is the fitted concentration of half-maximal effect. This is a subset; the hit share may differ from the screen's.

SMILES | Tau FP inhib | Tau fibril ThT | KDM4E inh | HttQ103 aggreg | SMN2 splice up | HTT ATP protect | ALDH1A1 inh | Tau fluor counter
Cc1nn(-c2ccccc2)c2c1C1(C(=O)N(C)c3ccccc31)C(C#N)=C(N)O2 (stereo not given) | u | 22µM* | -11% | 5% | 0% | -12% | u | u
Nc1nc(CN2CCOCC2)cs1 | -3% | -12% | -3% | 6% | u | 5% | 1% | -4%
CC(C)NS(=O)(=O)c1ccc(CCC(=O)Nc2ccc3c(c2)OCO3)cc1 | 0% | -14% | -3% | -12% | -22% | 9% | 0.4µM* | -11%
Cc1cccc(NC(c2ccc(O)cc2)c2ccc3ccc(C)nc3c2O)n1 (stereo not given) | 3% | u | u | 40% | -6% | 14% | 7.9µM* | -15%
COC(=O)C1=C(NC(=O)c2ccc(Br)cc2)CCS1 | -12% | -5% | -8% | -8% | -3% | -35%[inhibitor] | 4% | -8%
COc1ccc2nc(NC(=O)CSc3nnnn3C3CCCCC3)sc2c1 | -10% | -2% | -4% | -13% | -8% | -22% | u | -28%
CCOc1cccc(/C(O)=C2/C(=O)C(=O)N(CCN3CCOCC3)C2c2ccncc2)c1 (stereo not given) | 1% | -2% | 9% | x | 11% | x | 22µM* | 11%
O=C(Nc1ccc([N+](=O)[O-])cc1)C1CC12CCC2 (stereo not given) | 0% | -9% | -1% | -22% | 15% | 5%[10 µM] | u | -12%
CN1C(=O)c2c(sc3c2CC(C)(C)SC3)N2CCN=C12 | 9% | 11% | 3% | 17% | -10% | -7% | u | 10%
COC(=O)c1ccc(C)c(NC(=O)CN(c2cc(OC)ccc2OC)S(C)(=O)=O)c1 | -12% | -12% | 6% | 6% | 20% | -7% | 10% | -15%
CCOc1ccc(N2C(=O)CC(N3CCN(C4CCc5ccccc5C4)CC3)C2=O)cc1 (stereo not given) | 2% | -8% | 1% | 12%[9.22 µM] | 5% | -13% | -11% | 0%
Cc1ccccc1/[N+]([O-])=C/c1ccncc1 | u | u | -13% | u | -4% | 5% | 4µM* | -2%
O=C(CSc1ccc(Cl)cc1)Nc1ccc(NC(=O)c2ccco2)cc1 | u | -8% | 3% | 7% | u | 5%[10 µM] | u | -10%
Cc1ccccc1NC(=O)CSC1=NCCN1 | -1% | -12% | 5% | 1% | -2% | 14%[10 µM] | 6% | 1%
OC(COc1cccc2ccccc12)CN1CCCC1 (stereo not given) | -4% | -3% | -3% | -4% | -2% | -12% | 10% | -12%
Cc1ccc(-c2nc(CS(=O)CC(=O)NCCc3ccc(Cl)cc3)c(C)o2)cc1 (stereo not given) | 2% | -9% | x | x | -3% | x | x | -9%
Cc1ccc(-c2[nH]c(-c3ccc(C(=O)O)cc3)nc2-c2ccccc2)cc1 | 7% | -18% | u | 9% | -13%[1.84 µM] | 34%[10 µM] | u | -18%
O=C(COC(=O)C1CCN(S(=O)(=O)c2ccc3c(c2)OCCO3)CC1)Nc1cccc2ccccc12 | -11% | 3% | 8% | -4% | 14% | 10%[10 µM] | -1% | -19%
CCN(C(=O)Cn1c(=O)n(-c2ccccc2)c(=O)c2ccc(C(=O)NCc3ccc4c(c3)OCO4)cc21)c1cccc(C)c1 | -12% | -12% | x | x | -14% | x | x | -20%
Cc1ccc(CN(C)C(=O)C2CCCN2C(=O)c2cccs2)o1 (stereo not given) | -13% | u | 3% | 23% | -10% | 2% | u | -4%

Taken from above:
Reading of Nc1nc(CN2CCOCC2)cs1 under HttQ103 aggreg: 6%
Reading of COC(=O)C1=C(NC(=O)c2ccc(Br)cc2)CCS1 under HttQ103 aggreg: -8%

Further results:
SMILES | Tau FP inhib | Tau fibril ThT | KDM4E inh | HttQ103 aggreg | SMN2 splice up | HTT ATP protect | ALDH1A1 inh | Tau fluor counter
CCCCSc1nnc([C@H](CC(C)C)NC(=O)OC(C)(C)C)o1 | -8% | -9% | 3% | 4% | -26% | -10% | -7% | -9%
COc1ccc(C2CC(c3ccc(Br)cc3)=NN2C(=O)CSC2=NCCS2)cc1 (stereo not given) | 9% | -11% | u | -7% | -53%[inhibitor] | 5%[10 µM] | u | -4%
Cc1ccc(OCC(=O)NNC(=O)c2cccnc2)cc1 | 5% | -2% | 0% | 15% | -3% | -5% | 1% | 4%
C=CCOC(=O)C1=C(C)NC(=S)NC1/C=C/c1ccccc1 (stereo not given) | -9% | -7% | 5% | -28% | -28% | -31% | 0.045µM* | -6%
COc1ccc(-c2coc3cc(O)ccc3c2=O)cc1O | 10% | u | u | 4%[9.22 µM] | x | -20%[10 µM] | -8% | -12%
Cc1cc(=O)[nH]c2cc(Cl)ccc12 | 9% | 8% | -11% | -27% | u | 15% | 0% | 5%
CSc1ccc(CCNC(=O)CN2C(=O)COc3ccc(S(=O)(=O)N4CCCCCC4)cc32)cc1 | 0% | -5% | x | x | 0% | x | x | u
CCOCCC(=O)Nc1cc(Cl)ccc1OC | -12% | -11% | -1% | -9% | -34% | -7% | -4% | -11%
CCc1ccc(NC(=O)Cn2ncn3c(cc4ccccc43)c2=O)cc1 | -4% | -11% | x | x | u | x | x | -29%
O=C(NCCN1CCOCC1)c1cc2sccc2n1Cc1ccc(Cl)cc1 | u | -21% | -2% | 32% | -10% | -3%[10 µM] | u | -26%
Cc1cccc(Cn2cnc3c(nnn3Cc3ccc(F)cc3)c2=O)c1 | -5% | 2% | 2% | 3% | -5% | -4% | 5% | -11%
COC(=O)c1cc(C(=O)OC)[nH]n1 | -9% | -4% | -1% | -11% | x | -22% | 6% | -1%
O=C(Nc1ccccc1F)c1coc(=O)c(Br)c1 | 0% | u | u | 21% | -3% | -43%[inhibitor] | u | -12%
O=C(NCc1cccnc1)Nc1ccc(F)cc1F | -5% | 6% | -1% | -8% | -4% | -6%[0.074 µM] | 2% | 1%
Cc1nc(NC2CCCCC2)c2nc(-c3ccccc3)n(C(C)CN(C)C)c2n1 (stereo not given) | 14% | -10% | u | x | -9% | -37%[inhibitor] | u | -1%
N#Cc1ccccc1NC(=O)c1cccc(COc2ccc(Cl)cc2Cl)c1 | 2% | -1% | -3% | -9% | 0.79µM* | -7%[10 µM] | u | 3%
COc1ccc(/C=C/C(=O)NCC(=O)N2CCC(N(C)CCN3CCOCC3)CC2)cc1OC | 5% | -3% | u | 10% | -7% | -40%[inhibitor] | u | -2%
CC1(C)CCc2c([nH]c3ccccc3c2=O)O1 | -7% | 3% | 8% | -7% | 3% | -60%[inhibitor] | 4% | 8%
COc1ccc(/C=N/NC(=O)c2c([N+](=O)[O-])c(C)nn2C)cc1 | -10% | -7% | 0% | -6% | -8% | 9%[10 µM] | 7% | -7%
COc1ccccc1NS(=O)(=O)c1cc(NC(=O)Nc2cccc(C)c2)ccc1N1CCCCC1 | 28µM* | u | -8% | 25% | 1% | x | u | u
CCc1ccc(NC(=O)C(=O)NNC(=O)COc2cccc(OC)c2)cc1 | 2% | -12% | 1% | -4% | 15% | -4%[10 µM] | -3% | 6%
COCCN1Cc2cccc(C(=O)NCc3cccs3)c2C1=O | -1% | 4% | 8% | -5% | x | -23% | -6% | -2%
CCn1c2ccccc2n2c(=O)c(=O)n(CC(=O)Nc3ccc(C(C)C)cc3)nc12 | -2% | -1% | 2% | u | -1% | 40%[10 µM] | u | 5%
Nc1nonc1C(=O)NCCNCc1ccccc1F | -7% | -3% | x | x | 4% | x | x | -8%
O=C(O)c1cn(-c2ccc(N3CCCC3)c(F)c2)c2c(F)c(F)c(F)cc2c1=O | -5% | -13% | u | -10% | x | 5% | 16µM* | -11%
CC(C)NS(=O)(=O)c1ccc(OCC(=O)N2CCN(c3cccc(Cl)c3)CC2)cc1 | 12% | -6% | x | x | -63%[inhibitor] | x | x | -2%
COc1ccccc1C(=O)N1CCCCC1CCN1CCOCC1 (stereo not given) | 6% | 5% | x | x | 2% | x | x | 1%
C=CCOC(=O)Nc1c(C(=O)OC)[nH]c2ccccc12 | 8% | -16% | u | 5% | 0% | -5%[0.074 µM] | -13% | -22%
Cn1c(=O)n(C)c2cc([N+](=O)[O-])c(N3CCN(C(=O)c4ccccc4Cl)CC3)cc21 | -2% | u | 1% | -21% | -40%[inhibitor] | -27% | u | -5%
O=C(COC(=O)Cc1c(Cl)cccc1Cl)NCCC1=CCCCC1 | 2% | 0% | 2% | 14% | -10% | -10%[1.9 µM] | -6% | -6%
COC(=O)c1c(C)oc2ccc(N(C(=O)c3ccncc3)S(=O)(=O)c3ccc(C)cc3)cc12 | u | u | u | -20% | x | -12% | 3% | -17%
Cc1ccc(CNC(=O)CCOc2ccc(C(C)(C)C)cc2)cc1 | -11% | -18% | 4% | 3% | 1% | -7%[10 µM] | 11% | -16%
CCCn1nnc(NC(=O)c2ccc3ccccc3c2)n1 | 3% | -10% | -26% | u | x | -39%[inhibitor] | -4% | -12%
CCO[C@H]1OC(C(N)=O)=C[C@@H](C)[C@@H]1CCCO | 4% | -5% | 3% | -13%[9.22 µM] | x | -4%[10 µM] | -6% | -9%
COc1ccccc1N1CCN(C(=O)CN2C(=O)C3CCCCC3C2=O)CC1 (stereo not given) | -1% | -4% | 2% | 2%[9.22 µM] | x | 1%[10 µM] | -2% | -4%
O=c1[nH]c2cc3c(cc2cc1CN(Cc1ccco1)C(=S)NCC1CCCO1)OCCO3 (stereo not given) | -6%[2.34 µM] | 9% | 4% | 10%[9.22 µM] | x | -5%[10 µM] | 5% | 8%
CCOC(=O)N1CCN(S(=O)(=O)c2ccc(OC)c3ccccc23)CC1 | 8% | 8% | -1% | -24% | u | -16% | u | -2%

Among those listed so far, these contain a COOH group.
SMILES | Tau FP inhib | Tau fibril ThT | KDM4E inh | HttQ103 aggreg | SMN2 splice up | HTT ATP protect | ALDH1A1 inh | Tau fluor counter
Cc1ccc(-c2[nH]c(-c3ccc(C(=O)O)cc3)nc2-c2ccccc2)cc1 | 7% | -18% | u | 9% | -13%[1.84 µM] | 34%[10 µM] | u | -18%
O=C(O)c1cn(-c2ccc(N3CCCC3)c(F)c2)c2c(F)c(F)c(F)cc2c1=O | -5% | -13% | u | -10% | x | 5% | 16µM* | -11%

Bioassay records: PubChem BioAssay, National Center for Advancing Translational Sciences (NCATS)
